GPR55 activation – GPR55 agonists via beta-arrestin recruitment, primary screen, imaging, U2OS cells, beta-arrestin-GFP redistribution (AID 1961). U2OS GPR55 beta-arrestin-GFP redistribution imaging; higher % means a stronger effect. one-dose activation, % at 10 µM; EC50 in µM for titrated hits. 290,000 tested, 0.048% active;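 active = activation above 40% with more than 50 cells counted in the well; inconclusive = wells holding fewer than 50 cells, flagged as toxic or sparse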;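 also: U2OS osteosarcoma cells stably expressing GPR55 and beta-arrestin-GFP; plate controls were DMSO negative control for no effect and LPI positive control for full effect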
GPR55 LPI antagonism – GPR55 antagonists blocking LPI-driven arrestin recruitment, primary screen, imaging, U2OS, beta-arrestin-GFP, LPI agonist (AID 2013); inhibition, % at 10 µM, or IC50 in µM where a hit was titrated; 290,000 tested, 0.13% active; U2OS GPR55 beta-arrestin-GFP translocation imaging, LPI antagonism; higher % means a stronger effect;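 active = spots per cell inhibited over 60%, with over 100 cells counted and total cytoplasm intensity under 500,000; inconclusive = wells with under 100 cells, flagged as likely toxic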;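 also: U2OS cells stably carrying GPR55 and arrestin-GFP stimulated by 5 µM LPI near EC80; imaged beta-arrestin-GFP aggregate spots per cell after agonist stimulation; plate controls were LPI-stimulated DMSO wells for no effect and DMSO wells without LPI for full effect; some results filed as inactive read as strong as hits; confirmed hits need IC50 under 10 µM and bright autofluorescent wells are also inconclusive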
SIAH1 antagonists – blockers of Siah-1 interaction with plectin peptide – biochemical, fluorescence polarization, rhodamine-plectin, uHTS, primary screen (AID 1817); 290,000 tested, 0.02% active; Siah-1 / rhodamine-plectin peptide fluorescence polarization; higher % means a stronger effect; one-dose displacement, % at 20 µM; IC50 in µM for titrated hits;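 active = displacement of at least 50% at 20 µM, with a fluorescence ratio check between 0.3 and a set limit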;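 also: plate controls were Siah plus tracer with DMSO for no effect and tracer alone without Siah for full effect; strong numbers were not always called active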
AID2073 – disruptors of CaV2.2 binding to Mint1 – biochemical, HTRF (AID 2073) | HTRF protein-protein interaction, Mint1-CaV2.2; higher % means a stronger effect | one-dose inhibition, % at 20 µM; IC50 in µM for titrated hits | 290,000 tested, 0.19% active; in the data active = inhibition mostly above about 51%, no sharp cut-off; inconclusive = no clear call, values can overlap the other calls; inactive = mostly below about 53%; also: some results filed as inactive read as strong as hits
GPR35 antagonists – inhibition of zaprinast-stimulated GPR35 beta-arrestin translocation – imaging, U2OS, beta-arrestin-GFP, zaprinast agonist, primary screen (AID 2058); U2OS GPR35 beta-arrestin-GFP translocation imaging, zaprinast antagonism; higher % means a stronger effect; 290,000 tested, 0.052% active; one-dose inhibition, % at 10 µM; IC50 in µM for titrated hits;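 active = inhibition of at least 50% with at least 30 cells and total cytoplasm GFP at most 10,000,000; inconclusive = under 30 cells or total GFP of 10,000,000 plus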
NTR1 ag – NTR1-driven beta-arrestin-GFP spot formation – imaging, U2OS cells, high content, primary screen (AID 493036); P30989; agonist mode; activation, % at 20 µM; 330,000 tested, 0.17% active;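 active = activation at or above 40% of the spot to cytoplasm intensity ratio, with at least 20 cells analyzed; inconclusive = wells under 20 cells, flagged as cytotoxic or low count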;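 also: 0% = DMSO without peptide and 100% = 100 nM NTR1 peptide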
Target sequence (P30989 whole entry, looked up): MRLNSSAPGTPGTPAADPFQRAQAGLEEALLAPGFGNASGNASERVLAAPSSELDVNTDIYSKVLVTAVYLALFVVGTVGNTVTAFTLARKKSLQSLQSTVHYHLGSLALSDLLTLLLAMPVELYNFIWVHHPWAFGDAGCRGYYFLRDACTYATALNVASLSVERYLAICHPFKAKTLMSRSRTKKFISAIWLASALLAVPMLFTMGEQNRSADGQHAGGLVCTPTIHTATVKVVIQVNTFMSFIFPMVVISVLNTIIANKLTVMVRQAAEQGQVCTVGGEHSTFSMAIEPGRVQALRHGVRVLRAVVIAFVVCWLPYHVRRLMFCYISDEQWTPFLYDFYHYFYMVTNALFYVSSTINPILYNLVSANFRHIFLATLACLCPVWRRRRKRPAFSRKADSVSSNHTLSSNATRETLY
K1F lysis inhibition – inhibition of K1F phage lysis, E. coli UTI89, bacterial capsule biogenesis inhibitors, alamar blue (AID 488966) | E. coli UTI89 K1F phage lysis, alamar blue, 2 h; higher % means a stronger effect | 340,000 tested, 0.02% active | inhibition, % at 100 µM, or IC50 in µM where a hit was titrated;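 active = phage lysis inhibition, versus mean bacterial control, above a set limit; inconclusive = no clear call, values can overlap the other calls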;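 also: capsule biogenesis inhibitors block K1F phage lysis so surviving cells raise fluorescence; higher fluorescence means more inhibition of phage lysis; actives were called in the ten point dose series up to 300 µM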
HIV peptide binding – inhibitors of HIV fusion peptide binding, primary screen, biochemical, uHTS, fluorescence dequenching (AID 1986); cell-free peptide binding, fluorescence dequenching, 30 min; higher % means a stronger effect; inhibition, % at 20 µM; hits with a dose series show IC50 in µM; 290,000 tested, 0.3% active; in the data active = inhibition mostly above about 52%, no sharp cut-off; inactive = mostly below about 76%; also: some results filed as inactive read as strong as hits
NS5 inhibitors – flavivirus cap methylation enzyme inhibition – biochemical, confirmation dose response, primary screen (AID 588689) | Dengue-2 NS5 methyltransferase capping enzyme assay, biochemical; higher % means a stronger effect | inhibition, % at 25 µM, or IC50 in µM where a hit was titrated | 340,000 tested, 0.3% active; in the data active = a potency from the dose series; inconclusive = inhibition above about 29% without an active follow-up result
NTR1 ag cell count 20 µM – second read-out of NTR1 ag, no call of its own (marks repeat the call); cell count; measured here: cell count, cytotoxicity flag
NS5 inhibitors pilot replicate – also measured in NS5 inhibitors; calls as there; inhibition, %; measured here: pilot screen replicate inhibition
The depositor's hits bear a star; ? = inconclusive; . = no result given; [ ] = dose if it differs, or a comment.

SMILES	GPR55 activation	GPR55 LPI antagonism	SIAH1 antagonists	AID2073	GPR35 antagonists	NTR1 ag	NTR1 ag cell count 20 µM	K1F lysis inhibition	HIV peptide binding	NS5 inhibitors	others
CC(C)(C)c1csc(NC(=O)c2cccnc2)n1	-0.1%	11%	-2%	-1%	7%	0.5	49	-0.3%	0.2%	1%
COc1cc2c(cc1OC)CN(C(=O)c1cc(S(=O)(=O)N3CCOCC3)c(Cl)cc1Cl)CC2	-0.1%	8%	3%	0%	14%	3.1	50	0.7%[50 µM]	-0.2%	2%
Nc1nc(-c2cc(O)ccc2[N+](=O)[O-])cc(-c2ccccc2)c1[N+](=O)[O-]	-0.2%	-14%	50%	32%	-6%	9.4	64	0.0%	64%	19%
Cc1cc(OCC(=O)Nc2ccc(N3CCN(C)CC3)cc2)ccc1Cl	-0.1%	9%	0%	-4%	-12%	4.1	58	0.2%	-0.4%	5%
Cc1cc(N2CCN(C)CC2)nc2ccc(NC(=S)NCCN3CCc4ccccc4C3)cc12	-0.3%	17%	-1%	-1%	-7%	-0.5	59	0.6%	-1.4%	10%
CCCCOC(=O)c1ccc(NC(=O)C(=O)NCc2ccccn2)cc1	0.0%	6%	6%	5%	-4%	1.8	63	0.8%	-0.3%	9%
Cc1ccccc1C(=O)Nc1c(C(=O)N2CCN(C)CC2)cnn1-c1ccccc1	-0.1%	7%	-4%	11%	-1%	-0.9	45	-0.2%[50 µM]	1.7%	-8%
CCCCNC(=O)CSc1nc(N)c(C(=O)Nc2ccc(OC)cc2)s1	0.3%	4%	10%	-10%	7%	3.0	56	0.6%	-0.3%	0%
CN1/C(=C/C=C(C#N)C#N)C=Cc2ccccc21	-0.1%	10%	109%	-54%	11%	0.8	49	-0.1%	150%	11%
O=C(NCc1ccccc1)C1CC(=O)N(c2ccc(OCC(=O)N3CCCC3)cc2)C1 (stereo unspecified)	0.3%	6%	17%	11%	-8%	1.6	59	0.5%	2.1%	1%
CCOC(=O)c1ccc(NC(=O)CN(Cc2ccc(Cl)cc2)S(C)(=O)=O)cc1	-0.1%	-1%	-1%	-20%	-4%	1.1	61	1.1%	-1.9%	-3%
CCCn1nnnc1NCc1ccc(C(C)C)cc1	5.2%	-8%	2%	11%	4%	1.6	51	-0.2%	-1.0%	-1%
CCOC(=O)c1c(C)oc2c1c(C(c1ccncc1)N1CCOCC1)c(O)c1ccccc12 (stereo unspecified)	0.7%	6%	2%	10%	-5%	1.3	47	.	3.3%	.
CCOC(=O)c1c(NC(=O)C2CCCO2)sc(C(N)=O)c1C (stereo unspecified)	0.1%	1%	-2%	?	4%	-0.1	68	0.1%	2.6%	2%
CCC(=O)N[C@@H]1CC(C(C)(C)NC(=O)CC)CC=C1C (stereo partly specified)	0.3%	-3%	-1%	4%	9%	-1.5	95	0.1%	-1.7%	-2%

4 entries already listed, arranged by count of non-hydrogen atoms, largest number first:
SMILES	GPR55 activation	GPR55 LPI antagonism	SIAH1 antagonists	AID2073	GPR35 antagonists	NTR1 ag	NTR1 ag cell count 20 µM	K1F lysis inhibition	HIV peptide binding	NS5 inhibitors	others
CCOC(=O)c1c(C)oc2c1c(C(c1ccncc1)N1CCOCC1)c(O)c1ccccc12 (stereo unspecified)	0.7%	6%	2%	10%	-5%	1.3	47	.	3.3%	.
CCCCOC(=O)c1ccc(NC(=O)C(=O)NCc2ccccn2)cc1	0.0%	6%	6%	5%	-4%	1.8	63	0.8%	-0.3%	9%
CCOC(=O)c1c(NC(=O)C2CCCO2)sc(C(N)=O)c1C (stereo unspecified)	0.1%	1%	-2%	?	4%	-0.1	68	0.1%	2.6%	2%
CN1/C(=C/C=C(C#N)C#N)C=Cc2ccccc21	-0.1%	10%	109%	-54%	11%	0.8	49	-0.1%	150%	11%

(further entries)
SMILES	GPR55 activation	GPR55 LPI antagonism	SIAH1 antagonists	AID2073	GPR35 antagonists	NTR1 ag	NTR1 ag cell count 20 µM	K1F lysis inhibition	HIV peptide binding	NS5 inhibitors	others
O=C(NCc1ccccc1)C1c2ccccc2Oc2ccccc21	-0.3%	11%	4%	-4%	1%	3.1	32	0.1%	0.9%	-7%
CC(C)(C)OC(=O)NCCc1nnc(SCc2c(Cl)cccc2Cl)o1	0.0%	-4%	-1%	1%	5%	-3.9	90	-0.5%	0.3%	-4%	NS5 inhibitors pilot replicate=-5.2
CC(C)CCNC(=O)C1CCC(CNc2c(N3CCCC3)c(=O)c2=O)CC1 (stereo unspecified)	-0.1%	4%	-7%	0%	14%	0.9	54	0.1%	-2.2%	-4%
COc1ccc(-c2nc3ccccc3o2)cc1NC(=O)c1ccc(Br)o1	-0.3%	2%	0%	26%	22%	5.0	48	0.5%	3.1%	-1%
CCN(CC)C(=O)C1CCN(Cc2ccc(Br)cc2)CC1	1.2%	-2%	0%	0%	0%	1.3	49	0.3%	4.3%	1%
O=C(NCc1ccccn1)C(=O)NCC1OCCN1S(=O)(=O)c1ccc(F)cc1 (stereo unspecified)	-0.2%	6%	7%	15%	5%	1.3	70	1.9%[50 µM]	1.7%	-1%
COc1ccc(C(=O)NC2CCN(C(=S)Nc3cccc(C)c3)CC2)cc1	0.3%	20%	2%	-15%	17%	-1.0	43	-1.3%	0.4%	-6%
COc1ccc(C(=O)Nc2cccc(OC)c2)cc1	-0.2%	10%	6%	-4%	-14%	1.2	65	1.0%	-1.8%	0%
Cc1ccc(S(=O)(=O)Nc2nc3ccccc3nc2NCC2CCCO2)cc1C (stereo unspecified)	-0.3%	-13%	6%	-10%	2%	-1.0	57	0.0%	5.7%	2%
C=CCNC(=O)NC(=O)CN1C(=O)NC(c2ccccc2)(c2ccccc2)C1=O	0.2%	-12%	2%	?	-9%	0.1	45	0.1%	0.7%	-2%
Cc1ccccc1SCc1noc(C(=O)NC(C)C)c1C(=O)O	-0.1%	-15%	5%	-6%	10%	.	.	-2.0%	2.9%	10%
C[C@H](NC(=O)c1ccccc1)C(=O)N1CCC2(CC1)NCCc1[nH]cnc12	-0.1%	13%	1%	-8%	8%	-1.1	76	0.2%	1.3%	-9%
Cc1cc(OCC(=O)Nc2ccccn2)c2c(C)c(C)c(=O)oc2c1	-0.2%	1%	6%	30%	-1%	-0.1	50	0.5%	1.3%	-9%
COc1ccc(Cc2nc3ccc(C(=O)N(C)C(C)c4ccon4)cc3o2)cc1 (stereo unspecified)	-0.1%	-10%	-2%	13%	11%	-0.6	49	0.4%	-1.0%	-1%
Cc1cc(O)c2c(c1)C(O)(C1OC(CO)C(O)C(O)C1O)c1cccc(O)c1C2=O (stereo unspecified)	0.6%	17%	1%	7%	1%	-0.5	59	1.1%	-1.0%	-7%
Cc1cc(N2CCN(C(=O)c3ccco3)CC2)n2nc(-c3cccc(F)c3)cc2n1	-0.1%	12%	2%	6%	2%	3.4	62	0.5%	1.9%	-8%
CCOC(=O)[C@@H]1[C@H]2COc3ccccc3[C@@H]2N2C(=O)N(c3ccccc3)C(=O)[C@]12C	0.0%	2%	3%	-1%	26%	-6.4	84	1.0%	1.7%	-6%
Cc1ccc(C(=O)CSc2nnc(-c3ccco3)n2CC2CCCO2)cc1 (stereo unspecified)	-0.1%	5%	2%	-2%	-16%	0.6	57	2.2%	5.4%	3%
CCOC(=O)c1cccnc1NC(=O)c1ccncc1	-0.1%	13%	7%	6%	0%	1.3	89	0.3%	3.5%	-2%
COc1ccc(N(CC(=O)NCc2ccc(F)cc2)C(=O)Cn2nnc(-c3ccc(C)o3)n2)cc1OC	-0.3%	8%	-1%	11%	11%	-0.4	62	1.0%	1.9%	0%
CCO[C@@H]1OC(C(=O)NCc2nc3ccccc3[nH]2)=C[C@H](c2csc3ccccc23)[C@H]1CCCO	-0.1%	-7%	1%	3%	-7%	8.8	96	0.7%	2.3%	-7%
COc1ccc2oc(C(=O)OCc3c(C)noc3C)c(C)c2c1	-0.1%	9%	2%	12%	0%	-0.3	94	0.3%	-0.5%	-10%
O=C(Nc1cccc(-c2cn3c(n2)SCC3)c1)c1ccc2ccccc2n1	-0.2%	-3%	-3%	40%	6%	13	42	0.1%	0.3%	-5%
Nc1nnc(SCc2ccccc2F)n1-c1ccccc1	-0.1%	0%	5%	34%	-10%	-5.5	75	0.3%	1.4%	-12%
CNC(=O)NNC(=O)c1csc(-c2ccc(C(F)(F)F)cc2Cl)n1	0.7%	-2%	-1%	12%	11%	2.4	26	.	-0.8%	.
O=S(=O)(Nc1ccc(Cc2ccncc2)cc1)c1cccs1	-0.1%	-10%	-3%	30%	-8%	0.3	58	0.1%[50 µM]	4.7%	-1%
Cc1cc(Cl)ccc1NNC(=O)c1cccs1	-0.2%	9%	1%	-21%	-10%	1.1	63	-0.2%	-2.7%	4%
N/C(COc1ccccc1)=N\NS(=O)(=O)c1ccccc1	0.0%	24%	0%	-7%	11%	6.0	84	0.7%	0.8%	-4%
COC(=O)c1c(NC(=O)COC(=O)CNC(=O)C2CCCCC2)sc(C)c1C	0.4%	2%	25%	-11%	-7%	4.5	49	1.5%	0.9%	-2%
CNc1nnc(CSc2nc(C)cc(C)n2)s1	-0.2%	8%	5%	-5%	-1%	2.7	61	0.7%	-1.2%	-5%
Cn1nc(CC(=O)Nc2cccnc2N2CCOCC2)c2ccccc2c1=O	-0.2%	13%	1%	-1%	15%	-1.6	63	.	0.1%	.
CN(C)S(=O)(=O)c1ccc(Cl)c(NC(=O)CN2CCNC(=O)C2)c1	-0.5%	-9%	-6%	1%	7%	-0.7	48	2.1%	-0.4%	-1%
COc1ccc(OCc2n[nH]c(=S)n2N)cc1	0.1%	-7%	16%	13%	4%	0.6	36	-0.2%	-1.7%	9%

From PubChem

Random draw from the library, and some 1.2% of all compounds hit somewhere here.
